Pf growth 48h = P. falciparum growth inhibition at 48 hours (one generation); hit rate 5.9% among 310,000; Potency, µM (top dose mostly 28.7 µM), for the others: at the top dose activity change, negative = inhibition, most hits filed as inhibitors; P. falciparum luciferase growth in erythrocytes, 48 h; AID 504832; note: potency is the fitted concentration of half-maximal effect; % is set by controls: 0 for no effect and ±100 for the full control effect
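Here the parasites carry a stable luciferase gene and grow inside erythrocytes in Albumax-based RPMI medium with compound for one erythrocytic cycle. Activity is scored as loss of luminescent signal.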
CHX counter = counter-screen for Shiga toxin inhibitors: cycloheximide protein synthesis inhibition; cell reporter, cycloheximide protein synthesis inhibition counterscreen; max response, %; hit rate 12% among 300,000; AID 2314; in the data active = max response mostly above about 13%, no sharp cut-off; inactive = mostly below about 14%; note: read at 38.3 µM for the half of the compounds with a filed dose; 0% is about no effect
Shiga inhibitor = Shiga toxin inhibition | inhibition, % at 38.7 µM | hit rate 9.2% among 290,000 | Vero cells, Shiga toxin protein synthesis inhibition reporter; in the data active = inhibition mostly above about 28%, no sharp cut-off; inactive = mostly below about 43%; note: 0% is about no effect
TbPYK inhibitor = T. brucei pyruvate kinase inhibition | Q57TT1 | TbPYK enzyme, Kinase-Glo Plus ATP luminescence, 45 min | Potency, µM (doses to about 76.8 µM), for the others: at the highest dose activity, negative = inhibition, hits mostly inhibitors | hit rate 0.12% among 410,000 | AID 624173; note: potency is the fitted concentration of half-maximal effect; % is set by controls: 0 for no effect and ±100 for the full control effect; nearly all actives have a fitted effect of over 50% in size
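Readout: single end-point luminescence (Kinase-Glo Plus, 10 min). Reaction conditions were TbPYK/substrate plus 130 uM ADP, 45 min at RT, pH 7.2 TEA buffer. No-enzyme wells served as controls, and data were normalized before concentration-response fitting.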
AMA1-RON2 inh = inhibitors of Plasmodium falciparum AMA1-RON2 interaction; hit rate 0.2% among 360,000; AlphaScreen AMA1-biotinylated RON2 peptide binding; Potency, µM (series often up to 58.2 µM), for the others: at the top dose activity change, negative = inhibition, most hits filed as inhibitors;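 note: potency is the fitted concentration of half-maximal effect; 0% = vehicle wells and -100% = peptide control; nearly all actives have a fitted effect of over 45% in size; some results filed as inactive show a strong effect at the top dose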
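AMA1 (3D7) with his tag at 25 nM final met compounds first, then biotinylated RON2 peptide at 25 nM; detection used donor plus acceptor beads, 10 µg/mL apiece, read by AlphaScreen after 30 min at room temperature.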
LmPK inhibitor = inhibitors of Leishmania mexicana pyruvate kinase; Potency, µM (top dose mostly 57.5 µM), for inactives: at the top dose activity change, negative = inhibition, usual class: inhibitors; Q27686; purified LmPK, Kinase-Glo ATP luminescence, 1 h; hit rate 0.37% among 290,000; AID 1721; note: potency is the fitted concentration of half-maximal effect; % is set by controls: 0 for no effect and ±100 for the full control effect
Target sequence (Q27686 whole entry, looked up): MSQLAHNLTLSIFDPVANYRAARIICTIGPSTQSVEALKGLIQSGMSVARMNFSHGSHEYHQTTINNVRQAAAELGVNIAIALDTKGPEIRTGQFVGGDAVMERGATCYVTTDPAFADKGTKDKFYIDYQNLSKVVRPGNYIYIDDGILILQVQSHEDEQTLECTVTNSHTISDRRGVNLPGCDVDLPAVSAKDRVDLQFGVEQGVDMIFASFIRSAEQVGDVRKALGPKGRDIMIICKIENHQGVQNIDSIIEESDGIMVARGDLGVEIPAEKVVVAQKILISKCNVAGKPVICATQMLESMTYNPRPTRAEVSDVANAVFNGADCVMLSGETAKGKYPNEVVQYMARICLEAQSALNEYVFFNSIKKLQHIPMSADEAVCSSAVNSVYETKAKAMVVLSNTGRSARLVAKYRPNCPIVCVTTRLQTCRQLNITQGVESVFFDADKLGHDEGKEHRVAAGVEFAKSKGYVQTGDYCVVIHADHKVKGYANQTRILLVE
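Screened at intermediate enzyme activity to detect both inhibitors and activators: LmPK at 0.1 nM, with a 0.5 nM enzyme column as activation reference. PEP 0.5 mM, ADP 0.1 mM; ATP detected by luminescence after 1 h.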
Pf growth 96h = P. falciparum growth inhibition at 96 hour, primary screen for plastid delayed-death inhibitors; P. falciparum luciferase reporter growth, 96 h; hit rate 6.9% among 320,000; AID 504834; Potency, µM (highest dose often 28.7 µM), inactives show top-dose activity change, negative = inhibition, hits mostly inhibitors; note: potency is the fitted concentration of half-maximal effect; % is set by controls: 0 for no effect and ±100 for the full control effect
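Compounds incubated with erythrocytes infected by luciferase-expressing P. falciparum (2% hematocrit, 0.05% parasitemia final) for 96 hours, 37 C in 5% CO2. Growth inhibition scored as decreased luciferase luminescence.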
* marks the source's active call; other numbers are inactive results; ? = inconclusive; / = not tested or not shown; [ ] = another dose, or the depositor's remark. Unless noted, calls come from the whole dose curve; as a rule, active = well fitted curve in the direction sought with a large enough effect; inconclusive = small, poorly fitted or top-dose-only effect, or another doubt; inactive = no such curve, though single readings can be large; an effect the other way counts as inactive or inconclusive.

SMILES | Pf growth 48h | CHX counter | Shiga inhibitor | TbPYK inhibitor | AMA1-RON2 inh | LmPK inhibitor | Pf growth 96h
Cc1ccc2nc(-c3ccncc3)c(NC3CCCCC3)n2c1 | 0% | -1 | -6 | -3% | 6% | 5% | 2%
Cc1nc(C(=O)Nc2ccccc2)sc1C(=O)Nc1ccccc1 | 98%[activator] | 40* | 79* | -12% | 17% | -8% | 101%[activator]
O=C(c1ccco1)N1CCC(c2nc3c(nnn3Cc3ccccc3Cl)c(=O)[nH]2)CC1 | ? | -6 | -3 | -7% | -2% | -3% | -11%
CCc1c(C)nc2ncnn2c1N1CCC(C(=O)Nc2ccc(C)cc2)CC1 | ? | -2 | -21 | 4% | 9% | 1% | 12µM*
CCCCOc1ccc(C(=O)N/C(=C\c2ccc(OC)cc2)C(=O)OCc2ccco2)cc1 | ? | -2 | 8 | 6% | -7% | 2% | 44%[activator]
C=CCNc1cc(N2CCCC2)ccc1[N+](=O)[O-] | 16% | 5 | -2 | 2% | ? | 1% | 53%[activator][5.75 µM]
CCOc1cc(/C=N/NC(=O)C(=O)Nc2cc(Cl)ccc2C)ccc1O | 7%[5.75 µM] | 9 | -4 | -2% | 38%[activator] | 0% | ?
Cc1cc(NC(=O)NN2CCOCC2)nn1-c1c(Cl)cc(Cl)cc1Cl | ? | -2 | 7 | 2% | 27% | 4% | ?
CCOc1cc2[nH]c(=O)n(CCC(=O)NCCc3ccc(OC)c(OC)c3)c(=O)c2cc1OCC | 17% | 7 | -7 | -4% | -1% | 3% | 69%[activator]
CC(C)CNC(=O)COC(=O)c1cc(S(=O)(=O)N(C)C)ccc1N1CCCC1 | -27% | -1 | -5 | 8% | 13% | 2% | 45%[1.15 µM]
Cc1ccc(S(=O)(=O)c2nc(C(C)(C)C)oc2N2CCOCC2)cc1 | 27% | -2 | -2 | ? | -5% | 2% | /
CCOC(=O)N/N=C/c1c(F)cccc1F | 37%[activator] | 25* | 35* | 4% | 50%[activator] | -10% | 66%[activator]
CC(=O)c1cccc(CN2CCCCC2C(=O)Nc2ccc(Oc3ccccc3)nc2)c1 (centres undefined) | ? | -2 | 19 | -14% | -10% | 2% | -13%
Cc1c(NC(=O)Nc2c(Cl)cccc2Cl)c(=O)n(-c2ccccc2)n1C | 0% | -1 | 4 | 0% | -2% | 1% | 0%
CCOC(=O)C1(CCCc2ccccc2)CCN(S(=O)(=O)N(C)C)CC1 | ? | 1 | -5 | 3% | 18% | 2% | 6%
CCCc1cc(C(N)=O)c(NC(C)=O)s1 | -15% | 1 | 3 | -18% | -1% | -6% | ?
COc1ncnc2sc(-c3ccccc3)cc12 | 179%[activator] | 66* | 82 | ? | 12% | 13µM* | 17%
N#Cc1ccccc1NC(=O)CSc1nnc(-c2ccncc2)o1 | 21%[5.75 µM] | -1 | 14 | 1% | 8% | 0% | -3%
COc1ccc(C(=O)N=C2SC3CS(=O)(=O)CC3N2c2ccc(N(C)C)cc2)cc1OC (centres undefined) | -22% | 11 | 9 | 8% | 0% | -4% | 9.3µM*
Cc1ccccc1Oc1nc2ccccn2c(=O)c1/C=C(\C#N)C(=O)Nc1c(C)n(C)n(-c2ccccc2)c1=O | -8% | -2 | -6 | -6% | -7% | -2% | -25%
O=C(NCc1cc([N+](=O)[O-])ccc1O)c1cccnc1Sc1ccc(Cl)cc1 | -17% | 40* | 43* | -5% | -15% | -1% | ?
COC(=O)CCSc1nc(N2CCOCC2)c2c(c1C#N)CC(C)(C)OC2 | ? | -4 | -4 | -27% | 15% | 1% | ?
Oc1ccccc1-c1nnc(-c2ccc(C(F)(F)F)cc2)o1 | 50%[activator] | 35* | 20 | -5% | 142%[activator] | -3% | 11%
O=C(N/N=C/c1cc2c(cc1Cl)OCO2)c1ccncc1 | 4% | 2 | 4 | -11% | -7% | -2% | -10%
O=C(CSc1nnc(SCc2ccc(Cl)cc2)s1)N1CCOCC1 | 126%[activator] | 23 | -13 | -12% | -10% | -5% | ?
CC1(OC(=O)C2CCCC2)C(=O)C=C2C=C(c3ccsc3)N(C(CO)CO)C=C2C1=O (centres undefined) | 44%[activator] | -2 | 2 | 0% | 12% | -2%[11.5 µM] | 54%[activator]
Cc1cc(N2CCOCC2)nc(-c2ccc([N+](=O)[O-])cc2)n1 | 15% | 7 | -11 | 0% | -1% | 1% | 82%[activator]
CC(=O)c1cccc(NC(=O)C2CCCN(S(=O)(=O)c3ccccc3)C2)c1 (centres undefined) | -15% | -3 | -4 | 3% | -15% | -13% | /
O=C(Cn1nnc(-c2ccccc2)n1)N/N=C/c1ccco1 | -19% | 1 | 10 | 9% | 1% | 0% | 306%[activator]
COc1cccc(C2C3=C(CCCC3=O)Nc3nc(-c4cc(OC)c(OC)c(OC)c4)nn32)c1 (centres undefined) | ? | 4 | -4 | -1% | -8% | 0% | ?
CCCCC(=O)Nc1ccc(N2CCN(c3ccc(F)cc3)CC2)cc1 | / | -2 | -8 | 5% | -6% | -6% | 2%
CCCCN(Cc1ccco1)S(=O)(=O)c1c[nH]c(C(=O)OC)c1 | 36%[activator] | -4 | -3 | 0% | -5% | 7% | 62%[activator]
CN(C/C=C/c1ccccc1)C1CCCCC1 | -9% | 14 | 19 | 2% | -13% | 7% | 23%
O=C(COC(=O)/C=C/c1ccco1)Nc1cccc([N+](=O)[O-])c1 | 30% | 6 | 8 | -12% | 13% | 4% | 91%[activator]
CC(C)(OC(=O)c1ccc(C(F)(F)F)cc1)c1cc2ccccc2c(=O)o1 | 7% | / | / | -5% | 15% | / | ?
Cc1cc(C)n(-c2ccc(C(=O)NC(C)C)cc2)n1 | 4% | -1 | 5 | 3% | 4% | -2% | 4%
CC(=O)N/C(=C\c1ccccc1)C(=O)NC(C)C(=O)O (centres undefined) | -16% | -1 | -9 | 0% | 1% | 1% | -26%
Clc1ccc(-c2csc(=Nc3cccnc3)n2CCCn2ccnc2)cc1Cl | 12µM* | -7 | -13 | -11% | -9%[2.32 µM] | 0% | 4.7µM*
Clc1ccc(Cn2c(-c3cccnc3Cl)nc3ccccc32)cc1 | ? | -3 | -2 | 2% | 4% | 4% | ?
CCOC(=O)c1cnc(SCc2nc(N)nc(Nc3ccccc3)n2)nc1N | -8% | -1 | -13 | 0% | -3% | 1% | 17%
CCN1C(=O)CC(c2ccc(OC(C)C)cc2)C1=O (centres undefined) | -4%[0.00184 µM] | 11 | 35 | 1% | 8% | -1% | 33%[activator]
Oc1ccc(F)cc1-c1cc(-c2ccc3c(c2)OCCO3)n[nH]1 | 16% | 42* | 90* | 3% | 31%[activator] | 0% | /
O=C(CN1CCN(c2ccc(F)cc2)CC1)Nc1cccc(C(F)(F)F)c1 | -23% | 12 | -11 | -3% | -5% | 1% | ?
Cc1cccc(N2CCN(C(=O)CCS(=O)(=O)c3ccc4c(c3)NC(=O)CO4)CC2)c1C | -19% | -3 | -11 | -13% | -11% | 0% | 0%
CCN1CCc2c(C#N)c(NCc3ccccc3)nc(NCCO)c2C1 | ? | 2 | -9 | 2% | -3% | 1% | ?
COC(=O)N1CC(c2ccccc2)CC1=O (centres undefined) | 15% | -2 | -10 | 5% | -8% | -1% | 4%
Cc1cccn2c(=O)c(C=NCc3ccco3)c(Nc3ccc(SC(F)F)cc3)nc12 | -3% | -8 | -8 | -1% | 24% | 0% | 37%[activator]
O=C(CSC1=NCCN1)Nc1cccc([N+](=O)[O-])c1 | -17% | 3 | 21 | -2% | 2% | -6%[11.5 µM] | -1%
O=S(=O)(c1ccc(Cl)cc1)N1CCN=C1SCc1cccnc1 | ? | 8 | -11 | 0% | 1% | -1% | 25%
Nc1nc(SCC(=O)c2ccc(Oc3ccccc3)cc2)n[nH]1 | 15% | 29* | 37 | -34% | 30%[activator] | -1% | 0%
COc1ccc2oc3cc(C)[n+]([O-])c(-c4ccc(Cl)cc4)c3c2c1 | -4% | -4 | 6 | 4% | 0% | 0% | ?
Cc1cccc(-n2[nH]c3c4c(ccc3c2=O)C(=O)c2ccccc2C4=O)c1 | 10% | -4 | -3 | -10% | -16% | -5% | 91%[activator]
Cc1nn(C)c(C)c1S(=O)(=O)N(CC(=O)Nc1nccs1)c1ccc(C(C)C)cc1 | -20% | 3 | -6 | -1% | 1% | 7% | ?
CN(C)c1cccc(C(=O)NCC(c2ccco2)N(C)C)c1 (centres undefined) | -8% | 37* | 75* | 5% | 15% | -1% | -13%
COc1cc(NC(=O)c2cccs2)c(OC)cc1NC(=O)Nc1ccc(F)cc1 | 6% | -1 | 1 | 0% | 6% | 6% | 40%[activator]
Cc1ccc(C2=CC(c3ccc(N(C)C)cc3)n3nnnc3N2)cc1 (centres undefined) | / | 26* | 24 | -1% | 13% | 6% | -3%
COc1cccc(CNC(=O)Cc2ccc(Br)cc2)c1 | 6% | -4 | -5 | 0% | 18%[11.6 µM] | 2% | -21%
COCCNC(=O)c1cccc(OC2CCN(Cc3ccccc3C)CC2)c1 | -4% | 2 | -6 | 2% | -6% | 4% | 1.5µM*
CC1CC(C)CN(S(=O)(=O)c2ccc(NC(=O)c3ccc(=O)[nH]c3)cc2)C1 (centres undefined) | -29% | / | / | -7% | 5% | / | ?
CCOc1cc2[nH]c(=O)n(CC3CCC(C(=O)NCCCOC)CC3)c(=O)c2cc1OCC (centres undefined) | 19% | -3 | 6 | 5% | -6% | 3% | -5%

Further entries:
SMILES | Pf growth 48h | CHX counter | Shiga inhibitor | TbPYK inhibitor | AMA1-RON2 inh | LmPK inhibitor | Pf growth 96h
O=C(c1cnccn1)N(c1ccccc1)C1(C(=O)NC2CCCC2)CCCCC1 | -13% | 3 | 21 | -8% | 16% | -3% | -19%
Cc1cccc(Cn2c(=O)c3c(nc4n3CCN4Cc3ccco3)n(C)c2=O)c1 | 9.3µM* | 10 | -3 | 4% | 0% | -3% | 5.9µM*
Cc1cc(S(=O)(=O)N2CCCCC2)c(C)s1 | 21% | -4 | -5 | -6% | 7% | -7% | 22%
CCc1nc(SCCO)c2oc3ccccc3c2n1 | ? | 2 | 16 | -1% | -2% | -2% | 80%[activator]
CCN(CC(=O)Nc1ccc2c(c1)OCCO2)C(=O)/C=C/c1ccc(F)cc1 | 41%[activator] | 29 | 34 | 3% | -15% | 3% | 40%[activator]
COCCNC(=O)c1ccc(N2CCC3(CC2)OCCO3)c([N+](=O)[O-])c1 | 15% | -2 | 7 | 0% | 0% | -4% | 15µM*

Retrieved by structure from the entries so far, 3 records:
SMILES | Pf growth 48h | CHX counter | Shiga inhibitor | TbPYK inhibitor | AMA1-RON2 inh | LmPK inhibitor | Pf growth 96h
O=C(c1cnccn1)N(c1ccccc1)C1(C(=O)NC2CCCC2)CCCCC1 | -13% | 3 | 21 | -8% | 16% | -3% | -19%
CCc1nc(SCCO)c2oc3ccccc3c2n1 | ? | 2 | 16 | -1% | -2% | -2% | 80%[activator]
CCN(CC(=O)Nc1ccc2c(c1)OCCO2)C(=O)/C=C/c1ccc(F)cc1 | 41%[activator] | 29 | 34 | 3% | -15% | 3% | 40%[activator]

Bioassay records from PubChem BioAssay.

No enrichment for hits; about 21% have a hit in one of these screens.
